STEP block: STEP (human) phosphatase inhibition; P54829; recombinant STEP, OMFP fluorogenic substrate, fluorescence; inhibition, % at 20 µM; 0.25% of 360,000 active;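 active = inhibition at 20 µM, scaled per plate between control wells, above about 37%, limit read from the data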;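 note: 0% = DMSO with enzyme and substrate and 100% = substrate only without enzyme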
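material = STEP tyrosine phosphatase | reagent = fluorogenic phosphatase substrate OMFP at 25 µM final | doses = single compound dose of 20 µM, 1% DMSO final | schedule = 20 min reaction, room temperature, in the dark | measured by = fluorescence, 480/540 nm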
eLon inh: E. coli protease La inhibition. purified E. coli Lon protease, fluorescence polarization. inhibition, % at 7.94 µM. 0.42% of 360,000 active; in the data active = inhibition above about 13%, passing the limit was not always enough;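 note: 0% = enzyme with probe and DMSO and 100% = no enzyme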
MsrA inhibitor: inhibitors of bovine MsrA. purified bovine MsrA, absorbance read-out. AID 651718. 0.75% of 360,000 active. inhibition, % at 15.5 µM; in the data active = inhibition above about 4.5%;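 note: 0% = vehicle wells with enzyme and 100% = reference inhibitor wells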
SUMO1 PPI mod: SUMO1-SIM interaction modulation; SUMO1 binding to a labelled peptide, TR-FRET, 1 h; inhibition, % at 20 µM; 0.33% of 360,000 active; in the data active = inhibition above about 37%
Target sequence (P63165 whole entry, looked up): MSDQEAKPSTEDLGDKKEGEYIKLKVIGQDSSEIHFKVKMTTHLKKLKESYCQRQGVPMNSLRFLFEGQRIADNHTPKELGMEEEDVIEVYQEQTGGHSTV
MsrA act: bovine methionine sulfoxide reductase A activation; 0.3% of 360,000 active; purified bovine MsrA, absorbance read-out; activation, % at 10.6 µM; in the data active = activation above about 7.5%;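 note: 0% = vehicle and 100% = reference activator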
DNMT1 block: inhibitors of human DNMT1; DNMT1 molecular beacon, Hinp1I cleavage, fluorescence; 0.83% of 360,000 active; P26358; inhibition (reported as % activation of signal), % at 10 µM; in the data active = inhibition above about 50%
TbMetRS inhib: blocks T. brucei methionyl-tRNA synthetase activity | purified T. brucei MetRS, ATP depletion, Kinase-Glo luminescence | inhibition, % at 11.9 µM | 0.4% of 360,000 active;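 active = inhibition above a per-plate cutoff of the control wells' mean inhibition plus 3 SD, cut at about 5.5% in these data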;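 note: 0% = DMSO wells median and 100% = median of wells with control inhibitor compound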
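assay system = parasite MetRS enzyme | timing = 15 min preincubation, 2 h reaction, all 25 °C | evaluation = percent inhibition relative to median high and low control wells | medium = HEPES buffer containing pyrophosphatase, BSA, spermine, DTT | compound = single dose, 11.9 µM final nominal, 0.9% final DMSO | detection = Kinase-Glo luminescence, ATP depletion format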
Scp-1 inhibitor: blocks human Scp-1 phosphatase activity; inhibition, % at 20 µM; Recombinant Scp1, phosphopeptide, malachite green phosphate absorbance; 0.88% of 340,000 active; Q9GZU7;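 active = inhibition above about 50% at 20 µM, limit read from the data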;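 note: plate controls were DMSO wells with enzyme for no effect and wells lacking enzyme for full effect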
Target sequence (Q9GZU7 76-261 limits assumed): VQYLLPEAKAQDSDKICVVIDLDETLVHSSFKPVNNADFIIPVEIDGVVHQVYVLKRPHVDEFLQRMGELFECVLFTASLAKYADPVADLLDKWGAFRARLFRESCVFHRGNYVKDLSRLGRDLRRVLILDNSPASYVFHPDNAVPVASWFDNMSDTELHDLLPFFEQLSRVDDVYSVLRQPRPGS
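Times: enzyme reaction 45 min at room temperature, colour 5 min, stabilisation 30 min. Material: SCP-1 catalytic fragment, aa 76-261. Medium: Acidic Tris acetate buffer with magnesium and detergent. Signal: colorimetric free-phosphate detection, absorbance 630 nm. Read-out basis: % inhibition of SCP-1 phosphate liberation. Reagent: Phosphorylated 17-residue peptide substrate.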
CendR NRP1 mod: alters CendR peptide binding to human NRP-1; 0.85% of 360,000 active; AID 602438; inhibition, % at 25 µM; O14786; FAM-RPARPAR peptide binding to NRP-1, fluorescence polarization;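 active = inhibition or corrected inhibition above about 18%, plus a signal ratio from 0.5 to 1.5, limit read from the data, passing the limit was not always enough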; note: strong numbers were not always called active
LMPTP inh: LMPTP (human) inhibition. P24666. recombinant LMPTP-A, OMFP fluorogenic substrate, fluorescence intensity. 0.22% of 360,000 active. inhibition, % at 20 µM. AID 651560;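 active = compounds that cut the enzyme signal by at least half of the control window in the single-dose screen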;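 note: plate controls were DMSO wells with enzyme plus substrate for no effect and substrate without enzyme for full effect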
Target sequence (P24666 whole entry, looked up): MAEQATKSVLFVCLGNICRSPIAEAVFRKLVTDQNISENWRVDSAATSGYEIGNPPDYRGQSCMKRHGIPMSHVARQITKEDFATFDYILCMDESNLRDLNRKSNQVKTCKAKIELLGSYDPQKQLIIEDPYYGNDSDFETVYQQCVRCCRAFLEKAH
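Test system: LMPTP-A phosphatase enzyme; input: 0.625 nM LMPTP-A final; reagent: OMFP substrate, 400 µM final; compound dosing: 20 µM single dose, 3% DMSO; incubation: 50 min dark incubation at room temperature; measured by: endpoint fluorescence intensity from OMFP dephosphorylation; measure: % inhibition relative to no-enzyme and uninhibited control wells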
* hit, by the source's call; · = not tested or not shown.

SMILES | STEP block | eLon inh | MsrA inhibitor | SUMO1 PPI mod | MsrA act | DNMT1 block | TbMetRS inhib | Scp-1 inhibitor | CendR NRP1 mod | LMPTP inh
C#CC(C)(CC)NC(=O)Cn1nnc(-c2cccc(C(F)(F)F)c2)n1 (stereo unspecified) | -2 | -3 | -0.4 | 1 | -4 | 2 | -0.5 | -1 | 6 | -1.0
Cc1ccn2c(C=O)c(-c3ccc(F)cc3)c(C=O)c2c1 | -1 | 1 | 4.3 | -4 | -3 | -1 | -0.5 | -8 | -17 | 1.9
Cc1ccc(N(C(=O)c2csnn2)C(C(=O)NC(C)(C)C)c2cccs2)cc1 (stereo unspecified) | 0 | -1 | 0.7 | 1 | 0 | 0 | -0.4 | 4 | -1 | 0.1
Cc1noc(/C=C/N(C)C)c1S(=O)(=O)N1CCCC(C(=O)Nc2ccc(F)cc2F)C1 (stereo unspecified) | -1 | -73 | 1.1 | 9 | -4 | -4 | 0.2 | -9 | 0 | -0.6
CCCOc1ccc(F)cc1-c1cc(C(=O)NCc2ccccc2)[nH]n1 | 0 | -3 | -0.1 | 3 | 0 | -6 | -0.2 | · | 2 | 2.1
Cc1nc(C(C)N(C)Cc2nc(-c3ccc4c(c3)OCO4)no2)c(C)s1 (stereo unspecified) | 3 | -1 | -1.8 | 5 | -3 | 0 | 0.1 | -1 | -3 | -0.1
Cc1ccc(CN(C(=O)c2ccco2)C(C(=O)NC2CCCC2)c2cccnc2)cc1 (stereo unspecified) | -2 | -5 | -0.1 | 3 | -5 | 2 | -0.5 | -3 | 8 | -1.2
CC(C)C(NS(=O)(=O)c1cccc2nsnc12)C(=O)NC1CCCCC1 (stereo unspecified) | -1 | -1 | -1.2 | -28 | -7 | 0 | -0.7 | 1 | 1 | -1.3
CNC(=S)N/N=C/c1cn(Cc2ccc(F)cc2)c2ccccc12 | -2 | -5 | 2.6 | 3 | 0 | -16 | 0.8 | -9 | -6 | 2.7
CCCCn1nnnc1C1(C)CCC(=O)N1Cc1cccs1 (stereo unspecified) | · | -1 | -0.9 | 1 | -3 | · | -0.7 | · | 3 | -0.4
CCCn1c(SCC(=O)c2cc(C)c(C)cc2C)n[nH]c1=O | 3 | 3 | -0.1 | -1 | 0 | 0 | 0.2 | -1 | 3 | -1.6
Cc1cc(C)c(NC(=O)Cn2nnc(C(=O)NCCc3ccccc3)c2N)c(C)c1 | -2 | -6 | · | 8 | -2 | 23 | -0.5 | -2 | -5 | 0.4
CN1CCN(C/C(=C2/N=C(c3ccccc3)OC2=O)N(C)C)CC1 | -1 | 6 | 4.6* | -10 | -4 | 3 | -0.6 | -6 | 0 | -1.8
COc1cc2c(cc1OC)C(NNC(=O)c1ccc(Br)o1)=NC(C)(C)C2 | -2 | 5 | 2.5 | -7 | -6 | 3 | -0.8 | -7 | 24 | -1.9
COCCCNC(=O)Cn1cnc2sc(C)c(S(=O)(=O)N3CCN(c4ccccc4OC)CC3)c2c1=O | 7 | -8 | -0.2 | 2 | -2 | -2 | 0.0 | -5 | -2 | -1.1
Oc1ccc(F)c(CN2CCN(c3ncc(Cc4ccccc4)cn3)CC2)c1 | · | · | 1.1 | -3 | · | · | -0.1 | · | -2 | 1.1
O=C(COc1ccccc1C(=O)O)Nc1nc2ccc([N+](=O)[O-])cc2s1 | 0 | 6 | 1.9 | 3 | -4 | -1 | 0.1 | -2 | 15 | 2.8
COc1ccccc1C(=O)NC(=O)COC(=O)c1cccc(C)c1O | 2 | -12 | -1.1 | -7 | 0 | 0 | -0.4 | -5 | 11 | 2.0
CCN1CCCC1CNC(=O)c1cn(C)c2ccc(S(=O)(=O)N3CCCCCC3)cc2c1=O (stereo unspecified) | -1 | -5 | 0.8 | 0 | -2 | -1 | -0.5 | -5 | 8 | 0.8
COCC(O)CSc1c([N+](=O)[O-])nc(C)n1Cc1ccc(OC)c([N+](=O)[O-])c1 (stereo unspecified) | -15 | -1 | 1.0 | 0 | -5 | -3 | -2.2 | 0 | 7 | -2.9
CCS(=O)(=O)C1=NN2C(=N)/C(=C\c3ccc(OC(=O)c4ccco4)c(OC)c3)C(=O)N=C2S1 | 2 | -17 | 2.4 | 3 | -3 | 4 | -0.4 | 11 | -166 | -0.9
CCN(CC)c1ccc(C=C(c2nnnn2-c2ccc(C)cc2)c2nnnn2-c2ccc(C)cc2)cc1 | 5 | -42 | 0.0 | 3 | -4 | -1 | 0.0 | 3 | -65 | 1.6
COc1ccc(S(=O)(=O)N2CCCCC2)cc1NC(=O)[C@@H]1CCCN1C(=O)c1cccs1 | -3 | -1 | -0.3 | 6 | -12 | 6 | -0.6 | 2 | -4 | -0.8
COc1ccc(C2N(c3cc(C)on3)C(=O)C3CCCN32)cc1OC (stereo unspecified) | 0 | -2 | 0.1 | -3 | -3 | 4 | 0.0 | -2 | -1 | -1.0
COc1ccc(/C=C/C(=O)Nc2ccc3nc4n(c(=O)c3c2)CCCC4)cc1 | 2 | 9 | 2.6 | 1 | -2 | -7 | 0.2 | -7 | 2 | 0.9
C=CCOC(=O)C1=C(C)OC(N)=C(C#N)C1c1c(C)nn(-c2ccccc2)c1Cl (stereo unspecified) | -1 | 1 | -0.8 | 0 | -1 | -14 | -1.0 | -9 | -16 | 1.6
CCc1ccc([C@@H]2CC(=O)[C@@H]3CN(S(=O)(=O)c4ccccc4C)[C@H](c4ccc(Cl)cc4)C[C@@H]3N2S(=O)(=O)c2ccc(C)cc2)cc1 | 3 | -7 | -0.7 | 1 | -8 | 2 | -1.0 | · | -1 | 1.0
CCOC(=O)C(NC(=O)c1ccccc1)(Nc1cc(C)on1)C(F)(F)F (stereo unspecified) | 1 | 3 | -0.9 | -2 | 0 | -1 | -0.5 | -4 | 8 | -1.7
CCC(=O)N1CCC2(CC1)Oc1ccc(F)cc1C(=O)C21CC(c2ccccc2)=NO1 (stereo unspecified) | 2 | 2 | 1.6 | 5 | -2 | 0 | 0.6 | -4 | 10 | 0.1
CC1(C)Cc2c(sc(NC(=O)C(=O)N3CCN(CCO)CC3)c2C(N)=O)CO1 | -1 | 0 | 3.2 | -4 | -3 | 0 | 0.1 | -4 | 15 | -1.6
O=C(c1ccc(CS(=O)(=O)Cc2ccc(Cl)cc2)o1)N1CCCC1 | 3 | -7 | 1.7 | -2 | -7 | 3 | -0.6 | 13 | -7 | -0.9
NC(=O)COC(=O)CNC(=O)c1ccc(Cl)cc1 | 4 | 4 | -0.2 | -3 | 0 | 1 | -0.5 | -8 | 3 | -0.2
O=C(CNC(=O)c1cccs1)N/N=C/c1c(F)cccc1Cl | -2 | 0 | -1.6 | -8 | -4 | 0 | -0.3 | -5 | 1 | 0.0
Cc1cc(C)c2c(N)c(C(=O)NN3CC(=O)N(c4ccccc4F)CC3=O)sc2n1 | 3 | 2 | 1.8 | -6 | 3 | 1 | 0.0 | -15 | 12 | 0.2
COc1cc(C(Nc2ccc3c(c2)OCO3)C(=O)NC2CCCCC2)cc(OC)c1OC (stereo unspecified) | 2 | -10 | -1.6 | 1 | -1 | -6 | 0.0 | 0 | -1 | 0.7
Fc1ccccc1CNc1ncnc2sccc12 | 1 | -9 | 0.6 | -2 | -12 | 0 | -1.4 | -3 | -3 | 1.9

Source: PubChem BioAssay
